Source: PubChem BioAssay (National Center for Advancing Translational Sciences (NCATS))
Menin MLL FP TR = displaces Texas Red mutant MLL peptide from human menin; Menin + Texas Red MLL mutant peptide, fluorescence polarization; Potency, µM (highest dose often 61.6 µM), for inactives: at the highest dose FP activity change, negative = inhibition, actives largely listed as inhibitors; actives 0.23% (n = 270,000); active = well fitted inhibition curve with a large enough effect in the polarisation, with a control signal flat, not every such curve was filed as active; inconclusive = small, poorly fitted or top-dose-only effect, or effect the other way, or a change in a side signal; inactive = no such curve, though single readings can be large or run the other way; the % refers to the polarisation; note: % of control where 0% means no effect; many of its hits are not listed in these tables
Target sequence (O00255 whole entry, looked up): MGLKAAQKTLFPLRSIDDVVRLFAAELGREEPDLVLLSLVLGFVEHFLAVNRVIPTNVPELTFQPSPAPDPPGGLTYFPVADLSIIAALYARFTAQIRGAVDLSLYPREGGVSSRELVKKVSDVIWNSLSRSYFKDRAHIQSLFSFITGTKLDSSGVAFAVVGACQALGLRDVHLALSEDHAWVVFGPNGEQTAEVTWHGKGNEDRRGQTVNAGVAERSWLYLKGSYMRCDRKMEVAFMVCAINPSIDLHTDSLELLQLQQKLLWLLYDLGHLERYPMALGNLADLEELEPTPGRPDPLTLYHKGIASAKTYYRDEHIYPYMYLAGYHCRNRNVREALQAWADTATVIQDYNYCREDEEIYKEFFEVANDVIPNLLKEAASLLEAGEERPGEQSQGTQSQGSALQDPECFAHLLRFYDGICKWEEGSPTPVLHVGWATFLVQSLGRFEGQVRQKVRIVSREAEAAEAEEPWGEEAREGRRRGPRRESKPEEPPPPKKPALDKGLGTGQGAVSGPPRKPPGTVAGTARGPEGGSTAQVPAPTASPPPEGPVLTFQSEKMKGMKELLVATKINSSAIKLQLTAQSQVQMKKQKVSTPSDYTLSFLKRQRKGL
* marks the source's active call; other numbers are inactive results; ? = inconclusive; & = joins results of further samples; [ ] = dose if it differs, or a comment. Potency is the fitted concentration of half-maximal effect. An excerpt. The share of hits here may be higher or lower than overall.

mol	Menin MLL FP TR
COc1cc(O)c2c(c1)C(=O)c1cc(C)cc(O)c1C2=O	4%
Clc1ccc(Sc2cc(Cl)c(Cl)cc2Cl)cc1	10%
CCCn1c(C)nc2c(NCCCCN3CCCC3)nc(C)nc21	4%
CC[C@@H](C)[C@H]1O[C@]2(CC[C@@H]1C)C[C@@H]1C[C@H](C/C=C(/C)[C@H](O[C@@H]3C[C@H](OC)[C@H](O[C@@H]4C[C@H](OC)[C@@H](O)[C@H](C)O4)[C@H](C)O3)[C@@H](C)/C=C\C=C3CO[C@@H]4[C@H](O)C(C)=C[C@@H](C(=O)O1)[C@]34O)O2 (tested in a mixture with another compound)	-15%[24.8 µM]
COC1[C@H](OC(N)=O)C(O)[C@H](Oc2ccc3c(O)c(NC(=O)c4ccc(O)c(CC=C(C)C)c4)c(=O)oc3c2C)OC1(C)C (stereo partly drawn)	18%
C=C[C@]1(C)CC(=O)[C@@]2(O)[C@@]3(C)C(O)CCC(C)(C)C3C(O)C(OC(C)=O)[C@@]2(C)O1 (stereo partly drawn)	1%
CCCCc1nc2c(c3c1C[C@H](C)OC3)CN(C(=O)Nc1ccc(OC)cc1)CC2	-8%[11.7 µM]
C[C@@H]1O[C@H](O[C@@H]2[C@@H](Oc3cc(O)c4c(c3)O[C@H](c3ccc(O)cc3)CC4=O)O[C@@H](CO)[C@@H](O)[C@H]2O)[C@@H](O)[C@H](O)[C@@H]1O	1%[24.8 µM]
CCN(CC)Cc1ccc(Nc2ccnc3cc(Cl)ccc23)cc1O	-22%
C=C1CCC(O)C/C1=C/C=C1\CCC[C@@]2(C)C(C(C)/C=C/C(C)C(C)C)CC[C@@H]12 (stereo partly drawn)	-4%
CC(=O)OCC1OC(n2c(Br)nc3c(=O)[nH]c(N)nc32)C(OC(C)=O)C1OC(C)=O (stereo not drawn)	1%
COC(=O)C1=C[C@@H](C(=O)OC)C2C3=C(C(=O)[C@@]2(C)NC(=O)c2ccccc2)[C@H](C)n2c(=O)n(-c4ccccc4)c(=O)n2[C@@H]3C1 (stereo partly drawn)	3%
CCN(CC)CCCCn1c(-c2ccccc2)nc2c(Nc3ccccc3)nc(C)nc21	-11%
COc1cccc([C@@H]2Oc3ccc(OC)cc3C(=O)[C@H]2OC(=O)Nc2ccc(OC(F)F)cc2)c1	16%
CCCCCCCC/C=C\CCCCCCCC(=O)OC[C@H](CO)OC(C)=O	-6%
COC(=O)[C@@]1(Cc2ccccc2)[C@H]2c3cc(C(=O)N4CCCC4)n(Cc4ccc(S(C)(=O)=O)cc4)c3C[C@H]2CN1C(=O)c1ccccc1	9%
O=c1c(CCc2ccccc2)nc2cnc(N3CCOCC3)nc2n1Cc1cccs1	-2%
COC(=O)C1=C(C(=O)OC)[C@@H]2N(C)c3ccc(OC)cc3[C@@]23C[C@@H](C(=O)OC)N(S(=O)(=O)c2cccs2)C3=N1	-4%[11.7 µM]
CCCCC#CC1C=CC(Oc2ccc(OC)cc2)C(CO)O1 (stereo not drawn)	-6%[11.7 µM]
CN(C)c1ccc(-c2nc(Nc3ccncc3)c3ccccc3n2)cc1	?
N[C@@H](Cc1cc(-c2ccc(Cl)cc2Cl)cc(CP(=O)(O)O)c1O)C(=O)O	8%[24.8 µM]
C=C1C(c2ccc(C)cc2)=CCc2cc(C)cc(C)c21	39%[activator]
CCCCN1CCC(CCC(=O)c2cc(Cl)c(N)cc2OC)CC1	-13%[24.8 µM]
CC1=C(C2=C(C)C(C(C)C)C3=C(C(=O)C(O)C3O)C2O)C(O)C2=C(C(O)C(O)C2=O)C1C(C)C (stereo not drawn)	-2%[24.8 µM]
CC#CCN1c2ccccc2[C@]23C[C@@H](C(=O)OC)N(S(=O)(=O)c4ccc5c(c4)OCCN5C)C2=NC(C(=O)OC)=C(C(=O)OC)[C@H]13	-17%[11.7 µM]
CCCn1c(-c2ccc(F)cc2)nc2c(NCCN3CCOCC3)nc(C)nc21	-13%
COc1ccc2nc3c(cc2c1)Cn1c-3nc2ccccc2c1=O	-6%
COC(=O)[C@@]1(Cc2ccccc2)[C@H]2c3cc(C(=O)N4CCCC4)n(Cc4ccc(C)o4)c3C[C@H]2CN1C(=O)c1ccccc1	-11%
C=CC[C@](C)(Nc1ccc(OC)cc1)C(=O)OCC	0%
CC(=O)OCC1=C(C(=O)O)N2C(=O)[C@@H](NC(=O)Cc3cccs3)[C@@H]2SC1	15%[24.8 µM]

2 consecutive compounds out of the list so far, for reference:
mol	Menin MLL FP TR
COc1cc(O)c2c(c1)C(=O)c1cc(C)cc(O)c1C2=O	4%
Clc1ccc(Sc2cc(Cl)c(Cl)cc2Cl)cc1	10%

Grouped by structure: those above with a thiophene ring, fused or not (three)
mol	Menin MLL FP TR
O=c1c(CCc2ccccc2)nc2cnc(N3CCOCC3)nc2n1Cc1cccs1	-2%
COC(=O)C1=C(C(=O)OC)[C@@H]2N(C)c3ccc(OC)cc3[C@@]23C[C@@H](C(=O)OC)N(S(=O)(=O)c2cccs2)C3=N1	-4%[11.7 µM]
CC(=O)OCC1=C(C(=O)O)N2C(=O)[C@@H](NC(=O)Cc3cccs3)[C@@H]2SC1	15%[24.8 µM]

Continued:
mol	Menin MLL FP TR
O=C(c1cnccn1)N1CCC2(CC1)CN(Cc1ccccc1)C2	0%
COc1ccc(C(=O)N2CCC3(CCCN(C(=O)Nc4cccc(F)c4)C3)CC2)cc1	-8%
CCCCC1=CC2=C(c3ccco3)C(=O)C(C)(OC(=O)c3ccc(OC)cc3)C(=O)C2=CN1C1CCCC1 (stereo not drawn)	0%[11.7 µM]
C=C(C)C(=O)/C=C/C=C/c1ccccc1	0%
COC(=O)C1=C(C(=O)OC)[C@@H]2N(C)c3ccccc3[C@@]23C[C@@H](C(=O)OC)N(S(=O)(=O)c2ccc(C)cc2)C3=N1	-15%[11.7 µM]
C=CCC1(C)OC=Cc2nc3cc(Cl)c(Cl)cc3nc21 (stereo not drawn)	-11%[11.7 µM]
COc1ccc(-n2c(=O)c(-c3ccc(F)cc3)nc3cnc(N4CCNCC4)nc32)cc1	-1%
CC(C)[C@H]1COC(c2cc(Cl)cc(Cl)c2)=N1	2%[94.6 µM]
C[C@@H](C(=O)Nc1ccc2ccccc2c1)[C@@H]1C[C@@]1(C)[C@@H](NS(=O)(=O)c1ccc(-c2ccccc2)cc1)c1ccccc1	?
COc1c2c(cc3c1C(CC(O)C(C)C)N(C)CC3)OCO2 (stereo not drawn)	0%
COCCNc1cc(-c2ccccc2C)ncn1	-2%
N[C@H](C(=O)O)C1[C@H](C(=O)O)[C@H]1C(=O)O (stereo partly drawn)	6%[24.8 µM]
c1cncc(CNc2nc(-c3ccc4c(c3)OCO4)nc3ccccc23)c1	19%
CCOc1ccc(/C=C/C(=O)c2cccs2)cc1	18%[24.8 µM]
O=C1CCC=C1C(O)c1ccc(Cl)cc1 (stereo not drawn)	0%

The list continues:
Compound | Menin MLL FP TR
COC(C(C)/C=C/CC(=O)OCCCc1ccccc1)C1CCCCC1 (stereo not drawn) | -12%[11.7 µM]
Cc1ccc(OC2C(O)COC2/C=C/C#Cc2ccc(C(C)(C)C)cc2)cc1 (stereo not drawn) | 5%&-21%[11.7 µM]
CC(C)NC(=O)[C@H]1C[C@@H]1[C@H](NC(=O)OCc1ccccc1)c1ccccc1 | 13%
COc1cccc(Nc2ncc3nc(-c4cc(F)cc(F)c4)c(=O)n(C[C@H]4CCCO4)c3n2)c1 | -7%
CC(C)OC(=O)[C@@H]1C=C[C@H](C)[C@@H](CCCCOCc2ccccc2)O1 | -8%
CCCc1cc2c(n1Cc1cc(F)cc(F)c1)C(C)C1CN(C(=O)c3ccccc3)C(C)(C(=O)OC)C21 (stereo not drawn) | -8%
CN(C(=O)Cc1ccccc1OC(=O)c1ccccc1)c1ccccc1I | -15%
CCC/C=C(\CCC)C(NC(=O)Oc1ccc(F)cc1)c1ccc(C(=O)OC)cc1 (stereo not drawn) | -9%
C=C(C(=O)OCC)C(=O)c1ccccc1 | 0%
CCCCNc1nc(C)nc2c1nc(-c1ccccc1)n2C1CCN(Cc2ccccc2)C1 (stereo not drawn) | -23%
CCCn1c(C)nc2c(N3CCC(N(C)C)C3)nc(C)nc21 (stereo not drawn) | -1%
CCCCCCCCCCCCCCCC(=O)NC(C)C(=O)O (stereo not drawn) | 8%
O=C(c1cccc(F)c1)N1CCC2(CC1)CCN(c1ccccc1)CC2 | ?
O=C1CCCC(C(C(=O)OCc2ccccc2)C(=O)OCc2ccccc2)C1 (stereo not drawn) | -12%
c1ccc(-c2ccc(N3CCCC4(CCNCC4)C3)cc2)cc1 | -5%
COc1cccc(Cn2c(=O)c(-c3cn(C)c4ccccc34)nc3cnc(OC)nc32)c1 | 4%
COc1ccc(O[C@H]2C=C[C@@H](c3ccccc3)O[C@H]2CO/N=C2/[C@H]3O[C@@H]3[C@@H](O)[C@H]3[C@H]2CCn2c(=O)n(-c4ccccc4)c(=O)n23)cc1 | -6%[11.7 µM]
COc1cc(C2CC(=O)Oc3cc(C)c(Cl)cc32)cc(OC)c1OC (stereo not drawn) | 1%[94.6 µM]
CCC(=C(CC)c1ccc(O)cc1)c1ccc(O)cc1 | 9%[24.8 µM]
CCCCCC(=O)O[C@H](CC(=O)O)C[N+](C)(C)C | -7%[24.8 µM]
COC(=O)[C@@]1(Cc2ccccc2)[C@H]2c3cc(C(=O)N(C)C)n(CCN4CNCC4=O)c3C[C@H]2CN1C(=O)c1ccccc1 | -4%
COC(=O)[C@@H]1C[C@@H]2CC[C@@H](O)C[C@@H]2N1CC1CCCCC1 | -24%
N#CCCn1c(=O)c(-c2ccc(F)cc2)nc2cnc(N3CCNCC3)nc21 | -6%
CCC(CCC(C)C1CCC2C3CCC4CC(O)CC[C@@]4(C)C3CC[C@@]12C)C(C)C (stereo partly drawn) | 7%
O=S(=O)(c1ccccc1)N1CCC2(CC1)CN(c1ccccc1)C2 | -5%
COc1ccccc1-c1cc(N(C)Cc2ccco2)ncn1 | 1%
COc1ccc2[nH]cc(CCNc3ncncc3-c3ccccc3C)c2c1 | 13%
Cn1c(=O)[nH]c(=O)c2[nH]cnc21 | 18%
COc1ccc(/C=C/C(=O)CC(=O)/C=C/c2cccc(O)c2OC)cc1O | 67%[activator]
C=CCNC(=O)N1CCc2nc(COc3ccccc3)c3c(c2C1)CO[C@@H](C)C3 | -8%[11.7 µM]
O=C(O)C1CCC[C@@H]2[C@@H]3CC(CN12)[C@@H]1CCCCN1C3 (stereo partly drawn) | 1%
CC[C@H](C)[C@H](NC(=O)[C@H](CO)NC(=O)[C@H](CC(N)=O)NC(=O)[C@H](CC(C)C)NC(=O)[C@H](Cc1ccc(O)cc1)NC(=O)[C@H](CCCCN)NC(=O)[C@H](CCCCN)NC(=O)[C@@H](NC(=O)[C@H](C)NC(=O)[C@H](CCSC)NC(=O)[C@H](CCC(N)=O)NC(=O)[C@H](CCCCN)NC(=O)[C@H](CCCNC(=N)N)NC(=O)[C@H](CC(C)C)NC(=O)[C@H](CCCNC(=N)N)NC(=O)[C@@H](NC(=O)[C@H](Cc1ccc(O)cc1)NC(=O)[C@H](CC(N)=O)NC(=O)[C@H](CC(=O)O)NC(=O)[C@@H](NC(=O)[C@H](Cc1ccccc1)NC(=O)[C@@H](NC(=O)[C@H](C)NC(=O)[C@H](CC(=O)O)NC(=O)[C@H](CO)NC(=O)[C@@H](N)Cc1cnc[nH]1)C(C)C)[C@@H](C)O)[C@@H](C)O)C(C)C)C(=O)N[C@@H](CC(C)C)C(=O)N[C@@H](CC(N)=O)C(N)=O | -12%
C/C(=C\C(=O)OCCCCCCCCC(=O)O)C[C@@H]1OCC(C[C@H]2O[C@H]2[C@@H](C)[C@H](C)O)[C@@H](O)[C@H]1O (stereo partly drawn) | -15%
CCOC(=O)C1OC1C(=O)N[C@@H](CC(C)C)C(=O)NCCC(C)C (stereo partly drawn) | -3%
CCOC(=O)[C@]1(C(/C=C/c2ccco2)NC(=O)OC)CCCC1=O (stereo partly drawn) | 2%[11.7 µM]
CCNc1ncc2nc(CCc3ccccc3)c(=O)n(C)c2n1 | 19%
c1nc(NC2CCNCC2)c2cc(-c3ccc4c(c3)OCO4)ccc2n1 | -8%
Nc1nc(NCCc2ccc(O)cc2)nc2nc(-c3ccco3)nn12 | -18%[24.8 µM]
COC(=O)[C@@]1(Cc2ccc(F)cc2)[C@H]2c3cc(C(=O)N4CCCC4)n(CCF)c3C[C@H]2CN1C(=O)c1ccccc1 | -6%
Cc1cccc(CNc2ncnc3ccc(-c4cccc(C#N)c4)cc23)c1 | 15%
C=CC(C1=CC(=O)C(OC)=C(OC)C1=O)c1ccccc1 (stereo not drawn) | -1%
CC12CCC(/C(=N/O)C1=O)C2(C)C (stereo not drawn) | -17%
Cc1nc2cnc(Oc3ccccc3)nc2n(CCc2ccccc2)c1=O | -24%
Cc1ccc2c(c1)C1(C=CC(=O)C=C1)CC(=O)N2C | -9%
COc1ccccc1N1CCN(CCn2c(=O)[nH]c3c([nH]c4ccccc43)c2=O)CC1 | 9%[24.8 µM]
Cc1cnc(CNc2ncnc3ccc(-c4ccccc4C)cc23)cn1 | -27%
C=CC[C@@H]1C=C[C@H](O/N=C(\C)CCN2CCc3nc(CC)c(CC)cc3C2)[C@H](CO)O1 | -8%[11.7 µM]
O=c1cc(-c2cccc(F)c2)[nH]c2cc(Cl)ccc12 | -19%[94.6 µM]

Some of these compounds in order of molecular weight, descending.
Compound | Menin MLL FP TR
COc1ccccc1N1CCN(CCn2c(=O)[nH]c3c([nH]c4ccccc43)c2=O)CC1 | 9%[24.8 µM]
Cc1nc2cnc(Oc3ccccc3)nc2n(CCc2ccccc2)c1=O | -24%
C=CC(C1=CC(=O)C(OC)=C(OC)C1=O)c1ccccc1 (stereo not drawn) | -1%
CC12CCC(/C(=N/O)C1=O)C2(C)C (stereo not drawn) | -17%
